sPLA2-III inh: human group III sPLA2 inhibitors, primary screen, biochemical, QFRET, BODIPY PC-A2 liposome substrate. Group 3 secretory phospholipase A2 (Homo sapiens), Q9NZ20. QFRET BODIPY PC-A2 liposome hydrolysis, fluorescence. 370,000 tested, 0.56% active. AID 743126, 2013. inhibition, % at 12.2 µM;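 active = inhibition above mean plus 3 SD of compounds lying within the high and low control bounds, cut at about 19% in these data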;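 also: 0% = median of test compound wells and 100% = no enzyme DMSO wells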
ASAP1 GAP inh: inhibitors of human ASAP1 ArfGAP activity, primary screen, biochemical, fluorescence polarization; inhibition, % at 16.5 µM; AID 624377, 2012; 360,000 tested, 0.19% active; Arf-GAP with SH3 domain, ANK repeat and PH domain-containing protein 1 (Homo sapiens), …; ASAP1-stimulated ARF1 GTP hydrolysis, GDP FP detection; in the data active = inhibition above about 25%;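 also: 0% = vehicle with enzyme and substrate and 100% = no enzyme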
PLCb3 inh: human PLC-beta3 inhibitors, primary screen, biochemical, fluorescence; 1-phosphatidylinositol 4,5-bisphosphate phosphodiesterase beta-3 (Homo sapiens), Q01970; Purified PLC-beta3, fluorogenic substrate; inhibition, % at 12.2 µM; 370,000 tested, 0.18% active; AID 720704, 2013; in the data active = inhibition above about 11%;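 also: 0% = median of compound wells on plate and 100% = full blocker control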
ARFGAP1 inh: inhibitors of rat ARFGAP1 GAP activity, primary screen, biochemical, fluorescence polarization, GDP tracer; AID 651572, 2012; ADP-ribosylation factor GTPase-activating protein 1 (Rattus norvegicus), Q62848; inhibition, % at 16.5 µM; 360,000 tested, 0.26% active; Arfgap1-stimulated ARF1 GTP hydrolysis, GDP FP detection;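 active = inhibition above a per-plate limit, mean inhibition of low control wells plus 3 SD, cut at about 25% in these data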;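 also: 0% = DMSO wells with enzyme and 100% = wells lacking Arfgap1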
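System: truncated rat Arfgap1 GAP domain / Medium: HEPES-based buffer, pH 7.5 / Also added: N-terminally truncated human ARF1-GTP substrate / Incubation: enzyme reaction 120 min at 25 °C after 20 min preincubation / Measured by: FP of antibody-bound GDP Alexa 633 tracer, ex 620/em 688 nm / Replicates: singlicate, each compound tested once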
UHRF1 binding: UHRF1 methylated DNA binding inhibitors, primary screen, counter-screen for MBD2 inhibitor project, biochemical, TR-FRET, human UHRF1, single concentration | UHRF1 binding to methylated oligo | inhibition, % at 4.4 µM | E3 ubiquitin-protein ligase UHRF1 (Homo sapiens), Q96T88 | 370,000 tested, 0.75% active; in the data active = inhibition above about 21%;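 also: UHRF1 SRA domain binding a hemimethylated CpG hairpin DNA probe; 0% = median of test compound wells and 100% = reference inhibitor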
Target sequence (Q96T88 whole entry, looked up, the tested form may be a part): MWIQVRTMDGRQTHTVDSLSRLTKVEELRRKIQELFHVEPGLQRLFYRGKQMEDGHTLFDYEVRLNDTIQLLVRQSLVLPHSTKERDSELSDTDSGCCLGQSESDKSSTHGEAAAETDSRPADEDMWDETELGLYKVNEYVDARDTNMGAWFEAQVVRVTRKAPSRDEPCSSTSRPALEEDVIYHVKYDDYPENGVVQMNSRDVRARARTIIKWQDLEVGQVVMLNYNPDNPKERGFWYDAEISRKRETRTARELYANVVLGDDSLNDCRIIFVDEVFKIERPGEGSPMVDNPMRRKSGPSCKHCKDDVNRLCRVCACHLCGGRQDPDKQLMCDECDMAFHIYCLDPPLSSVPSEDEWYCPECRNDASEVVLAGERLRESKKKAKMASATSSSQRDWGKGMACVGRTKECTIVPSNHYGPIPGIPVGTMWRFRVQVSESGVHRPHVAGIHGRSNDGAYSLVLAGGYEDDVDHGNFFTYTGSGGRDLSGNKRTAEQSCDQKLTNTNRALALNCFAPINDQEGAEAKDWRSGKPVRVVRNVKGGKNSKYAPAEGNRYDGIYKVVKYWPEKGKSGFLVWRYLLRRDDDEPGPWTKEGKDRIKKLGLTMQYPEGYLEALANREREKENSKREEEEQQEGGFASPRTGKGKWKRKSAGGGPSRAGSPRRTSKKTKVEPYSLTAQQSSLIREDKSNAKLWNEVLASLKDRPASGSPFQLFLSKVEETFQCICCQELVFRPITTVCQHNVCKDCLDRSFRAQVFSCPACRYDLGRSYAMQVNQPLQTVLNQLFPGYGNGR
Rev-erbA mod: modulators of Rev-erb alpha DNA binding, primary screen, biochemical, FITC-DNA, fluorescence polarization, uHTS | Nuclear receptor subfamily 1 group D member 1 (Homo sapiens), P20393 | Rev-erbα–FITC-DNA binding, 90 min | activity, % at 10 µM | 370,000 tested, 0.79% active | AID 1259318, 2017;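 active = activity above about 14%, limit read from the data; passing the limit was not always enough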;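 also: 0% = DMSO wells with 35 nM protein and 100% = DMSO wells with 750 nM protein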
PLC-gamma1 inh: PLC-gamma1 enzyme inhibitors, primary screen, biochemical, fluorescence, purified enzyme; AID 720700, 2013; fluorogenic substrate; 370,000 tested, 0.84% active; 1-phosphatidylinositol 4,5-bisphosphate phosphodiesterase gamma-1 (Homo sapiens), P19174; inhibition, % at 12.2 µM; in the data active = inhibition above about 9.5%
DDE Tn7 FP inh: inhibitors of Tn7 peptide binding to fibrin DD(E), primary screen, biochemical, fluorescence polarization, human fibrin, Tn7 probe; 370,000 tested, 0.13% active; inhibition, % at 8.3 µM; AID 720508, 2013; FP displacement of FITC-Tn7 peptide from fibrin DD(E); 0% = median of compound wells per plate;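 active = inhibition above the mean of compounds falling within the control limits plus 3 SD of them, cut at about 14% in these data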;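 also: 0% = plate median of compound wells and 100% = 10 µM Aha-Tn7 peptide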
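assay system = human clot-derived fibrin DD(E) complex | quantity = Fibrin-DD(E) at 2 µM final | timing = 10 min preincubation, 3 h with tracer, room temperature | signal = fluorescence polarization | measure = percent inhibition | benchmarks = high control wells with 10 µM unlabelled Aha-Tn7 peptide (full inhibition) | replicates = singlicate testing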
proKLK7 act: proKLK7 zymogen activators, primary screen, biochemical, fluorescence intensity. 370,000 tested, 0.9% active. activation, % at 7 µM. purified proKLK7, EDANS-DABCYL substrate fluorescence; 100% is mature enzyme control, 0% vehicle. AID 652039, 2013. Kallikrein-7 (Homo sapiens), P49862;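 active = activation above the mean of all tested compounds plus 3 SD, computed per campaign excluding outliers beyond control limits, cut at about 13% in these data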
Target sequence (P49862 whole entry, looked up): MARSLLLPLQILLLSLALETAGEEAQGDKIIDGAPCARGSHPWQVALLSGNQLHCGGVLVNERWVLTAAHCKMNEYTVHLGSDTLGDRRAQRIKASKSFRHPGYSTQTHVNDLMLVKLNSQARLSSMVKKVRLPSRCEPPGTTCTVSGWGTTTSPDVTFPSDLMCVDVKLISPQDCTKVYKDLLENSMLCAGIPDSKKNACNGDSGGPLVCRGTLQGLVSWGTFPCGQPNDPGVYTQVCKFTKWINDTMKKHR
DDE Tn6 FP inh: inhibitors of Tn6 peptide binding to fibrin DD(E), primary screen, biochemical, fluorescence polarization, human fibrin, Tn6 probe | Fibrinogen beta chain (Homo sapiens), P02675 | Fibrin DD(E) TRITC-Tn6 fluorescence polarization displacement | inhibition, % at 8.3 µM | 370,000 tested, 0.21% active | AID 720509, 2013;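 active = inhibition above a per-campaign cutoff: mean of compounds within control limits plus 3 SD, cut at about 15% in these data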;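 also: 0% = median of all compound wells on the plate and 100% = blocking peptide control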
* = called active by the depositor; i = inactive; x = no result given. Outcome played no part in choosing rows. About 4.5% of those tested had a hit in this group.

entry	Structure	PLC-gamma1 inh	sPLA2-III inh	ASAP1 GAP inh	proKLK7 act	DDE Tn7 FP inh
1	O=c1[nH]c(NCCO)c(N=Cc2ccccc2)c(=O)[nH]1	-50	-4	14	1.6	1
2	Oc1csc(Cc2nc(-c3ccc(Br)cc3)cs2)n1	-1	9	5	-1.6	3
3	CC1=NN(C(C#N)c2ccccc2)C(C)(C)C1 (centres undefined)	-1	-6	-4	-0.6	6
4	C#CCOCCOCCOCCNc1nc(N2CCN(C(=O)[C@H](CCCCN)n3cc(CN)nn3)CC2)nc(N2CCN(C(=O)[C@H](CO)n3cc([C@@H](N)C(C)C)nn3)CC2)n1	3	1	-3	0.1	-3
5	O=C(NCc1ccccc1)C(c1cccnc1)N(C(=O)c1ccccn1)c1ccc(F)cc1 (centres undefined)	1	5	-5	0.4	-3
6	COc1ccc(C(=O)c2c(N)sc3c2CCN(C)C3)cc1	-36	6	-1	-0.7	3
7	Cc1ccc(NC(=O)CSc2nnnn2-c2cccnc2)c(C)c1	4	0	-3	0.3	-3
8	OC[C@@H]1CC[C@@H]2O[C@H](CCc3ccc(-c4ccc(F)cc4)cc3)[C@H](n3cc(C4CC4)nn3)C[C@@H]2O1	0	-22	x	0.8	0
9	COc1ccccc1NC(=O)N(Cc1cc2cc(OC)c(OC)cc2[nH]c1=O)CC1CCCO1 (centres undefined)	-38	-7	2	2.1	0
10	COC(=O)Cc1ccc(NC(=S)NCc2ccc(F)cc2)cc1	0	9	-6	-0.1	1
11	O=C(NCc1cccnc1)c1nc(-c2cccs2)no1	1	-2	-2	-0.6	-7
12	O=S1(=O)CCC(NC(=S)N2CCOCC2)C1 (centres undefined)	-1	0	-10	0.4	11
13	N#Cc1ccccc1S(=O)(=O)N1CCN(Cc2cccs2)CC1	4	7	6	0.8	-1
14	CC(C)(C)NC(=O)CSc1nc(N)c(NC(=O)c2ccccc2F)c(=O)[nH]1	6	6	4	0.1	2
15	COc1ccc(Cc2c(-c3cccc(Cl)c3)nc3ccc(Cl)cn23)c(C)c1	-19	-11	-1	-0.5	-3

entry	DDE Tn6 FP inh	ARFGAP1 inh	PLCb3 inh	UHRF1 binding	Rev-erbA mod
1	-3	13	-75	2	-2
2	-2	3	-2	-3	-2
3	5	-7	3	-1	-3
4	7	6	3	12	-2
5	6	18	-8	4	-3
6	-1	3	-47	-4	-2
7	-2	14	-2	-2	1
8	8	x	1	6	2
9	0	-1	-48	-5	9
10	-9	4	-1	2	-3
11	2	0	4	0	-1
12	-2	-6	3	-2	-2
13	-11	7	3	4	3
14	-5	-2	12*	0	1
15	6	-3	-25	8	1

entry	Structure	PLC-gamma1 inh	sPLA2-III inh	ASAP1 GAP inh	proKLK7 act	DDE Tn7 FP inh
16	Cc1nc2ccccc2n1CC(=O)OCC(=O)NCCc1ccccc1	2	6	-5	-0.6	3
17	Cc1ccccc1-c1n[nH]c(=S)n1/N=C/C=C/c1ccco1	-5	14	8	0.4	2
18	CCOc1ccc(C(=O)C(C)OC(=O)Cn2c(C)csc2=O)cc1 (centres undefined)	1	5	5	0.4	-2
19	CCOC(=O)/C(=N\Nc1ccccc1Cl)N1CCN(c2ccccc2OC)CC1	5	3	3	-0.5	-2
20	CN(C)S(=O)(=O)c1cccc(NC(=O)COC(=O)COc2ccc(Br)cc2)c1	3	-10	-12	-0.1	0
21	CCc1cccc(NC(=O)CCCCCC2NC(=O)NC2C)c1 (centres undefined)	2	2	11	-0.9	-2
22	CC(C)Nc1nc(NCCOc2ccccc2Cl)c2sc(-c3ccccc3)cc2n1	-8	0	4	-2.3	-3
23	COc1cccc(-n2c(SCC(=O)Nc3ccc4c(c3)CCC4)nc3ccccc3c2=O)c1	4	-1	-5	-0.2	4
24	CCSc1nnc(-c2ccco2)n1C	1	-5	x	0.4	-5
25	O=S(=O)(c1ccc(Br)s1)N1CCN(c2ccnc3cc(Cl)ccc23)CC1	-1	-8	-5	-3.2	4
26	O=C(C1CC1)N1N=C(c2cccc(Br)c2)CC1(O)C(F)(F)F (centres undefined)	0	-9	-6	-0.1	7
27	CC1(C)Oc2ccc(C(=O)N/N=C/c3ccc(O)cc3)cc2NC1=O	-19	-5	1	-1.2	2
28	COc1ccc(-c2cc(C(=O)N3CC(C)CC(C)C3)c3ccccc3n2)cc1OC (centres undefined)	i	-5	7	2.5	8
29	CCNC(=O)N1CCN(c2ccc(N3CCN(C(=O)NCC)[C@@H](C)C3)c(C)c2)[C@H](C)C1	-1	15	-6	0.3	8
30	Cc1nc(-c2cccc(NS(C)(=O)=O)c2)cs1	-6	-1	18	0.0	-2

entry	DDE Tn6 FP inh	ARFGAP1 inh	PLCb3 inh	UHRF1 binding	Rev-erbA mod
16	5	5	7	5	3
17	-1	-11	-16	12	4
18	-6	13	-4	5	-1
19	-2	5	-2	-1	-1
20	4	-9	-5	-3	3
21	6	-10	1	-1	-6
22	-14	18	-12	2	-1
23	-6	-4	3	1	3
24	-1	x	1	1	-1
25	3	1	-6	1	5
26	-1	-6	-8	-1	-1
27	0	3	-28	0	3
28	-5	-9	i	5	-4
29	-4	4	-1	1	-1
30	-2	3	1	-3	-8

Numbers 1 through 3 from above:
entry	Structure	PLC-gamma1 inh	sPLA2-III inh	ASAP1 GAP inh	proKLK7 act	DDE Tn7 FP inh
1	O=c1[nH]c(NCCO)c(N=Cc2ccccc2)c(=O)[nH]1	-50	-4	14	1.6	1
2	Oc1csc(Cc2nc(-c3ccc(Br)cc3)cs2)n1	-1	9	5	-1.6	3
3	CC1=NN(C(C#N)c2ccccc2)C(C)(C)C1 (centres undefined)	-1	-6	-4	-0.6	6

entry	DDE Tn6 FP inh	ARFGAP1 inh	PLCb3 inh	UHRF1 binding	Rev-erbA mod
1	-3	13	-75	2	-2
2	-2	3	-2	-3	-2
3	5	-7	3	-1	-3

Reformatted with each value named: entries from further up.
20. CN(C)S(=O)(=O)c1cccc(NC(=O)COC(=O)COc2ccc(Br)cc2)c1
  PLC-gamma1 inh = 3
  sPLA2-III inh = -10
  ASAP1 GAP inh = -12
  proKLK7 act = -0.1
  DDE Tn7 FP inh = 0
  DDE Tn6 FP inh = 4
  ARFGAP1 inh = -9
  PLCb3 inh = -5
  UHRF1 binding = -3
  Rev-erbA mod = 3

21. CCc1cccc(NC(=O)CCCCCC2NC(=O)NC2C)c1 (centres undefined)
  PLC-gamma1 inh = 2
  sPLA2-III inh = 2
  ASAP1 GAP inh = 11
  proKLK7 act = -0.9
  DDE Tn7 FP inh = -2
  DDE Tn6 FP inh = 6
  ARFGAP1 inh = -10
  PLCb3 inh = 1
  UHRF1 binding = -1
  Rev-erbA mod = -6

(continued)
entry	Structure	PLC-gamma1 inh	sPLA2-III inh	ASAP1 GAP inh	proKLK7 act	DDE Tn7 FP inh
31	CCOC(=O)CCCNC(=O)CCCNC(=O)C(c1ccccc1)c1ccccc1	2	4	-9	0.0	4
32	Cc1ccc(S(=O)(=O)Nc2ccccc2F)cc1C(=O)NCCCN1CCCC1=O	4	0	-3	0.3	3
33	CCCCNC(=O)Cn1cnc2sc(C(=O)OCC)c(C)c2c1=O	2	-3	-10	-0.2	3
34	Cc1ccc2[nH]c(C(=O)N3CCOCC3)cc2c1	-7	-3	0	-0.3	0
35	O=C(c1ccc([N+](=O)[O-])cc1)N1CCN(c2cccc3[nH]ccc23)CC1	1	-23	5	0.5	-3
36	O=C1OCCN1C(=O)[C@H]1[C@H](c2ccc(F)cc2)C(c2ccc(F)cc2)=NN1c1ccccc1	-80	-7	18	1.5	-2
37	CCC(C)n1c(OC)nc2c1c(=O)n(C)c(=O)n2C (centres undefined)	1	2	-4	-1.0	-5
38	COc1cc2ccccc2cc1C(=O)N1CCN(c2ccccn2)CC1	-1	3	-3	0.2	-2
39	Cc1nnc(N2C(=O)c3cccc4c([N+](=O)[O-])ccc(c34)C2=O)s1	i	4	-10	-0.5	-9
40	CCN(CC)C(=O)CSc1nc2c(c(-c3cccnc3)c1C#N)CCCC2	2	-3	-1	-0.1	-7
41	COc1cc(C(=O)NCCC(=O)NC2CCCCCCC2)cc(OC)c1OC	-1	0	5	0.7	1
42	COc1ccc(O)c(C(=O)c2cnn(C(=O)c3cccc(S(=O)(=O)N(C)C)c3)c2)c1	-3	12	2	1.9	4
43	COc1ccc(NC(=S)N2CCC(N(C)CC3CCCO3)CC2)cc1Cl (centres undefined)	3	5	-16	0.2	4
44	Cc1ccc(C(=O)NNC(=O)c2ccncc2)cc1S(=O)(=O)N1CCOCC1	-2	-4	4	0.8	-2
45	COc1ccc(OC)c(NC(=O)c2nnn(Cc3ccccc3C)c2N)c1	1	-25	4	-9.8	4

entry	DDE Tn6 FP inh	ARFGAP1 inh	PLCb3 inh	UHRF1 binding	Rev-erbA mod
31	-3	4	2	2	-6
32	0	4	-1	0	-5
33	-3	7	-16	-3	35*
34	-5	-3	-13	-2	-5
35	6	0	-6	1	0
36	2	6	-99	-2	7
37	-5	1	0	0	3
38	4	1	-5	1	2
39	-1	2	i	-8	5
40	1	5	1	-1	1
41	-1	-4	4	7	-2
42	4	6	-4	5	-26
43	-1	-16	3	-2	-2
44	-1	-7	-3	-2	2
45	0	4	-1	2	7

entry	Structure	PLC-gamma1 inh	sPLA2-III inh	ASAP1 GAP inh	proKLK7 act	DDE Tn7 FP inh
46	CCc1c(C)sc(NC(=O)c2cc(-c3ccc(OC)c(OC)c3)on2)c1C#N	3	4	4	-0.4	5
47	CC(C)Cc1cc(C(=O)N2CCC(N3CCC(C(=O)N4CCOCC4)CC3)CC2)n[nH]1	-4	1	-12	0.7	-2
48	CCOc1ccc2nc(SCC(=O)N(C)C3CCS(=O)(=O)C3)[nH]c2c1 (centres undefined)	7	4	-6	0.0	-7
49	COc1cccc(CN2CCN(C(=O)CC(C)C)CC2)c1	6	3	8	-0.9	0

entry	DDE Tn6 FP inh	ARFGAP1 inh	PLCb3 inh	UHRF1 binding	Rev-erbA mod
46	3	-9	2	-4	7
47	-10	0	2	-2	5
48	-6	-5	3	1	-1
49	-4	4	6	3	-2

Assay outcomes deposited in PubChem BioAssay by several laboratories.
